High-throughput results as filed in PubChem.
Mcl1 Bid PPI: Mcl-1/Bid binding inhibitors, primary screen, biochemical, TR-FRET, 1536-well | Induced myeloid leukemia cell differentiation protein Mcl-1 (Homo sapiens), Q07820 | TR-FRET Mcl-1/Bid-Dy647 peptide binding | inhibition, % at 21.7 µM | 220,000 compounds, 0.97% hits | AID 1021, 2008;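 active means compounds that cut the binding signal by more than half at the single screening dose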;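 further: His-tagged Mcl-1 with europium anti-His antibody binding Bid BH3 peptide; 0% = Mcl-1 plus peptide wells and 100% = peptide-only wells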
Target sequence (Q07820 whole entry, looked up): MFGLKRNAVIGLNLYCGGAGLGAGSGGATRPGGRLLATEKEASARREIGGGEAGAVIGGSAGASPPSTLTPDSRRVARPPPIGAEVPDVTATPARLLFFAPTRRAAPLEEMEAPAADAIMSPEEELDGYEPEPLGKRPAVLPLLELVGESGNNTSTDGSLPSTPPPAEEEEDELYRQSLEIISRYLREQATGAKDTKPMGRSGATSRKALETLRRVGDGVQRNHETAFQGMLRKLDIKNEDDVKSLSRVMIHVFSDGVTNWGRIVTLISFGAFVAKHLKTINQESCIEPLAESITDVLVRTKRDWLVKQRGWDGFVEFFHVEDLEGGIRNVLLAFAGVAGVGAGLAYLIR
Cdc42 wt GTP: modulators of GTP binding to wildtype Cdc42, primary screen, biochemical, multiplex bead flow cytometry, Bodipy-GTP | AID 761, 2007 | percent activity (GTP binding), % at 10 µM | Cell division control protein 42 homolog (Homo sapiens), P60953 | 190,000 compounds, 0.2% hits | GST-Cdc42 beads; actives lie on both sides;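 active means percent activity GTP binding at least 20 points away from the 100% baseline, either down as inhibitor or up as activator; inconclusive means compound flagged as likely green fluorescent from well-wide comparison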;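 further: median bead fluorescence of bound Bodipy-FL-GTP at 100 nM; 0% = excess unlabeled GTP control and 100% = no compound control; below 100% means less GTP binding so inhibitor and above means activator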
Target sequence (P60953 whole entry, looked up): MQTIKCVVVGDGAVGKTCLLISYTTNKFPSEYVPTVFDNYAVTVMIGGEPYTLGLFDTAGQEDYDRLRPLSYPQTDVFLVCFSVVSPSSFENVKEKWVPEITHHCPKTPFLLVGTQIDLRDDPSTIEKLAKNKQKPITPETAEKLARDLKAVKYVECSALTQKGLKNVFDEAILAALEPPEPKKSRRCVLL
Mcl1 Noxa PPI: Mcl-1/Noxa binding inhibitors, primary screen, biochemical, TR-FRET, 1536-well | TR-FRET Mcl-1/Noxa peptide binding, 2 h | inhibition, % at 21.7 µM | 220,000 compounds, 1.5% hits | AID 1022, 2008;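 active means compounds that cut the protein-peptide binding signal by more than 50% relative to plate controls in a single-dose test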;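 further: His-tagged Mcl-1 with rhodamine Noxa BH3 peptide and terbium anti-His antibody; 0% = Mcl-1 plus Noxa peptide wells and 100% = peptide-only wells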
Rab7 wt modul: modulators of GTP binding to Rab7, primary screen, biochemical, wildtype, multiplex bead flow cytometry; Rab7 GTPase wild type (dog), Bodipy-FL-GTP binding; GST-Rab7 beads, fluorescent GTP binding; actives lie on both sides; untreated = 100%, excess cold GTP = 0%; GTP binding activity (percent of control), % at 10 µM; 190,000 compounds, 0.055% hits;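 active means fluorescent GTP binding to Rab7 beads changed by at least 20 points from the 100% baseline, either direction, mostly lower; inconclusive means compound itself probably fluorescent, or too few beads counted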;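 further: median green fluorescence of bound Bodipy-FL-GTP per Rab7 bead population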
Rac1 wt GTP bind: wildtype Rac1 GTP binding modulators, primary screen, biochemical, GST-Rac1 beads, flow cytometry, multiplex; fluorescent GTP binding; actives lie on both sides; 0 = cold GTP competed, 100 = untreated; GTP binding activity (% of control), % at 10 µM; 190,000 compounds, 0.27% hits; AID 757, 2007;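 active means GTP binding activity at least 20 points away from the 100% control level, either lower or higher; inconclusive means compound flagged as likely green fluorescent, judged across all proteins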
HRas wt GTP bind: modulators of GTP binding to HRas wildtype, primary screen, biochemical, bead-based flow cytometry, multiplex; 190,000 compounds, 0.14% hits; GST-Ras wt beads, Bodipy-FL-GTP binding; actives lie on both sides; GTP binding activity, % at 10 µM;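 active means GTP binding activity at least 20% away from the 100% baseline, either lowered as inhibitor or raised as activator; inconclusive means flagged as likely green fluorescent, judged across all proteins in the well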;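 further: 0% = unlabeled GTP competition control and 100% = no-compound control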
Target sequence (P01112 whole entry, looked up): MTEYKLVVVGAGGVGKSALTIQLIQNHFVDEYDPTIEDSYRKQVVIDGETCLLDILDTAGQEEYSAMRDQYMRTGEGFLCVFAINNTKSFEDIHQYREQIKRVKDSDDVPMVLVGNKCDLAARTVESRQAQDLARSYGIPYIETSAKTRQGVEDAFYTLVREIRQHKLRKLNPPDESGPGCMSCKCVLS
Rac1 mut GTP: GTP binding modulators of activated mutant Rac1, primary screen, biochemical, bead-based flow cytometry, multiplex, fluorescent GTP; 190,000 compounds, 0.11% hits; GST-Rac1 activated beads; actives lie on both sides; 100% means binding = to untreated wells; Ras-related C3 botulinum toxin substrate 1 (Homo sapiens), P63000; percent activity (GTP binding), % at 10 µM;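 active means GTP binding at least 20 percentage points away from the 100% baseline, in either direction, so actives lie on both sides; inconclusive means Compound likely fluorescent itself, or too few beads counted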
GSH fluor: compound fluorescence on glutathione beads, profiling panel, artefact control, biophysical, 488/530 nm, flow cytometry; GSH beads flow cytometry, compound fluorescence 488/530 nm; hits give high values; fluorescence (KMESF) at 10 µM; 190,000 compounds, 0.25% hits; in the data active means fluorescence above about 89;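 further: glutathione beads carrying GST-tagged Bcl family fusion proteins plus one bare bead set; values are compound well signal with DMSO vehicle wells as background; inactives centre near 16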
Pf gamet viab: late stage P. falciparum gametocyte viability inhibitors, primary screen, ATP luminescence, HTS. P. falciparum stage V gametocytes, 24 h. inhibition, % at 10.9 µM. 150,000 compounds, 0.065% hits;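 active means inhibition above the mean plus 3 SD of compounds within the control limits, set per campaign, cut at about 38% in these data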;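 further: 0% = DMSO wells and 100% = medium only without gametocytes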
Avidin bead fluor: green autofluorescence of compounds with avidin beads – biophysical, 488/530 nm, flow cytometry, artefact control, profiling panel; fluorescence (KMESF) at 10 µM; AID 1775, 2009; 220,000 compounds, 0.38% hits; compound fluorescence 488/530 nm; hits give high values; in the data active means fluorescence above about 47; further: inactives centre near 10
Rab2A wt mod: modulators of GTP binding to Rab2A wildtype, primary screen, biochemical, dog, bead-based flow cytometry, multiplex. AID 760, 2007. GTP binding activity, % at 10 µM. 190,000 compounds, 0.19% hits. Ras-related protein Rab-2A (Canis lupus familiaris), P61105. GST-Rab2 wt beads, Bodipy-GTP binding;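 active means GTP binding activity at least 20 points away from 100%, either lowered or raised; inconclusive means signal likely due to the compound's own green fluorescence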;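 further: 0% = beads with excess unlabeled GTP and 100% = no-compound control corrected for plate trend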
* = called active by the depositor; ? = inconclusive; . = no result given; [ ] = remark or other dose.

SMILES,Mcl1 Bid PPI,Cdc42 wt GTP,Mcl1 Noxa PPI,Rab7 wt modul,Rac1 wt GTP bind,HRas wt GTP bind,Rac1 mut GTP,GSH fluor,Pf gamet viab,Avidin bead fluor,Rab2A wt mod
Cc1ccc(NC(=O)CN2CCC3(O)CCCCC3C2c2ccc3c(c2)OCO3)c(C)c1 (stereo not given),5,103,-13,102,106,102,100,17,.,8,100
Cc1ccc(CN2C(=O)CCC2C(=O)NCc2ccccc2Cl)cc1 (stereo not given),4,?,16,?,?,?,?,15,-17,9,?
O=S1(=O)CC/C(=N/Nc2ccc(C(F)(F)F)cn2)c2cc(F)ccc21,21,92,14,94,93,92,95,27,-2,6,94
COc1cc(NC(=O)CSc2nc3ccccc3cc2Cc2ccccc2)cc(OC)c1,-24,101,-29,96,101,102,99,15,.,7,100
S=c1nc(C2CCCCC2)[nH][nH]1,-19,98,13,98,96,99,94,32,.,12,99
Oc1ccccc1/C=N/Nc1cccc2cccnc12,-80,103,16,102,100,105,99,23,.,6,104
CCCCOC(=O)Sc1nc2ccccc2o1,-48,94,16,92,96,94,93,5,-5,6,91
Oc1ccc(/C=N/Nc2cc(N3CCCC3)nc(N3CCCC3)n2)cc1,-55,101,15,101,103,101,102,7,.,7,100
COc1ccccc1C(=O)NC(=S)Nc1ccc(S(=O)(=O)N2CCN(C)CC2)cc1,-58,95,17,99,98,95,96,8,-3,3,95
COc1ccc(OC)c(C(C(=O)NCc2ccco2)N(C(=O)Cn2nnc3ccccc32)C2CC2)c1 (stereo not given),-6,126*[activator],7,116,130*[activator],121*[activator],119,32,1,12,121*[activator]
Cc1ccc(O)c(C(=O)c2cc(C#N)c(=O)n(C(C)c3ccccc3)c2)c1 (stereo not given),-11,94,30,94,95,95,95,13,-18,13,98
Cc1ccc(CNc2ccc(Cl)cc2[N+](=O)[O-])cc1,0,90,2,93,93,92,89,13,-3,38,90
CCCOc1ccc(-c2cc(C(F)(F)F)c(C#N)c(SCC(=O)O)n2)cc1,5,92,14,94,95,95,90,12,-39,6,94
COc1ccc(NC(=O)Cn2cnc3sc(C)c(S(=O)(=O)N4CCN(C)CC4)c3c2=O)cc1OC,-10,99,5,103,101,99,98,15,0,12,97
C=CCn1c(SC(C)C#N)nc2sc(CC)cc2c1=O (stereo not given),-19,98,8,95,100,97,97,75,31,13,99
COC(=O)NCC(C)OC(=O)Nc1ccc(Cl)cc1 (stereo not given),12,99,-6,103,105,102,99,13,.,14,101
Cc1cc(S(=O)(=O)Nc2ccccc2C)ccc1F,6,99,12,102,103,101,100,15,-5,25,100
CNC(=O)/C(=C\C=C\c1ccccc1)NC(=O)c1ccc([N+](=O)[O-])cc1,-5,101,14,101,102,99,98,23,.,20,100
Cc1onc(-c2c(F)cccc2Cl)c1C(=O)NCc1ccco1,-56,106,16,99,110,104,102,13,.,12,99
COc1ccc(S(=O)(=O)Nc2ccc(S(=O)(=O)N3CCCCC3)cc2)cc1,-23,97,-5,99,99,97,94,25,0,13,96
Cc1nn(-c2ccccc2)c2c1C1(C(=O)Nc3ccccc31)N1C(=N2)Sc2ccccc21 (stereo not given),6,105,-11,103,105,103,99,7,.,12,103
CCN1CC(CN(C)Cc2nc(Cc3ccccc3)no2)CC1=O (stereo not given),-21,97,19,107,98,99,94,15,-39,7,99
CC(=O)c1ccc(N2Cc3ccccc3C3(CCOCC3)C2=N)cc1,-16,93,13,102,95,98,95,11,-3,19,98
CC(C)(C)C(=O)NC1=NCCS1,-11,97,7,101,103,99,98,22,.,22,99
COc1ccc(-n2c(C)cc(SC)c(C(C)=O)c2=S)cc1,-100,106,7,100,106,106,102,16,10,8,103
O=C1NC(=Nc2ccccc2)c2c1cccc2[N+](=O)[O-],-3,101,-7,101,103,97,98,5,-7,5,96
O=C(CCCOc1ccc(Cl)cc1Cl)N/N=C\C1CCCCC1,-19,101,0,98,100,99,97,11,2,25,97
CCC(CC)C(=O)Nc1ccncc1,-24,96,-7,91,97,93,96,19,.,9,95
COc1ccc(-c2csc(N3N=C(C)C(C)C3=O)n2)cc1 (stereo not given),-35,92,3,101,93,96,94,12,.,22,94
CSc1cccc(-n2c(C)cc(C(N)=O)c2C)c1,-45,106,12,100,102,103,101,15,.,35,105
N#CC(c1ccc(F)cc1)c1ccc(C(=O)c2ccc(F)cc2)cc1 (stereo not given),19,98,-13,93,96,98,97,9,.,16,97
O=C(NCc1ccco1)C1CC(c2ccccc2O)=NO1 (stereo not given),-40,95,7,100,97,97,94,17,.,12,97
COc1ccc(Br)cc1CNC(=O)CCN1C(=O)COc2ccccc21,-27,99,8,100,99,99,96,57,15,10,98
CS(=O)(=O)N1CCCC(C(=O)N2CCc3ccccc3C2)C1 (stereo not given),-13,109,-3,102,105,106,101,17,.,14,109
O=C(NC(NC(=O)c1ccccc1)C(=O)c1ccccc1)c1ccccc1,1,100,1,104,106,101,96,29,.,7,102
CC1(C)Cc2c(ccc3ccccc23)-c2nnc(-c3cccnc3)n21,-3,102,-2,100,105,99,100,35,.,11,100
CCOC(=O)c1ccccc1NC(=O)c1cn(-c2ccc(OC)cc2)c(=O)c2ccccc12,3,102,8,98,106,101,101,4,-6,13,100
CC(=O)Nc1ccc(NC(=O)C(C)OC(=O)c2ccccc2Sc2ccccc2C#N)cc1 (stereo not given),-11,103,-4,99,101,98,97,13,5,21,98
CNC(=S)NNC(=O)c1cccn(Cc2ccc(Cl)c(Cl)c2)c1=O,-28,100,20,103,103,101,98,32,1,10,101
CC1CC(C)CN(CC(=O)NC(c2ccccc2)c2ccccc2)C1 (stereo not given),12,97,28,98,95,96,95,25,.,7,100
CCC(=O)Nc1ccc(C(=O)CN2CCC(C)CC2)cc1,-34,99,20,96,98,100,100,20,.,6,100
CCCCCCn1c(CN2CCN(Cc3ccccc3)CC2)nc2c1c(=O)n(C)c(=O)n2C,8,98,8,104,101,100,97,27,14,13,101
Cc1nn(Cc2n[nH]c(=S)n2Cc2ccccc2)c(C)c1Cl,-13,100,11,98,97,99,96,22,.,8,100
COc1ccccc1C(=O)NCC(=O)OCC(=O)Nc1cccc(S(=O)(=O)N2CCCCCC2)c1,-7,99,27,95,103,99,97,18,.,13,96
COCCNC(=O)CC(=O)N/N=C/c1ccc(C(=O)OC)cc1,-17,97,-12,98,103,97,95,19,11,11,96
CCC(C)(C(=O)Nc1ccccc1C)N(C(=O)CNC(C)=O)c1ccc(C)cc1 (stereo not given),-33,98,8,98,103,100,99,6,.,6,97
CCOC(=O)N1CCN(C(c2ccc(F)cc2)c2sc3nc(C)nn3c2O)CC1 (stereo not given),-15,102,6,101,103,100,97,18,.,7,102
CC(=O)c1cccc(NC(=O)[C@@H](NC(N)=O)C(C)C)c1,-26,98,-6,96,104,99,100,16,-6,10,99
Cc1cccc(NC(=O)c2cc(S(=O)(=O)NCc3ccco3)ccc2F)c1C,4,102,16,103,104,102,99,19,.,24,103
Clc1ccc(Sc2oc(/C=N/n3cnnc3)cc2Br)cc1,25,102,27,100,102,102,100,30,22,13,104

Next part:
SMILES,Mcl1 Bid PPI,Cdc42 wt GTP,Mcl1 Noxa PPI,Rab7 wt modul,Rac1 wt GTP bind,HRas wt GTP bind,Rac1 mut GTP,GSH fluor,Pf gamet viab,Avidin bead fluor,Rab2A wt mod
CCOC(=O)c1c(C=O)c2sc(C)cc2n1C,-11,93,10,95,98,96,96,9,-21,25,95
CCOC(=O)c1sc2ncnc(N3CCN(C)CC3)c2c1C,-32,107,14,106,99,102,99,12,.,11,104
C=CCn1c2ccccc2c2nnc(SC(CC)C(=O)Nc3nc(C)c(C(=O)OCC)s3)nc21 (stereo not given),-6,100,11,105,111,103,101,10,3,9,103
CCOC(=O)c1sc(Nc2nc(C)cc(OC)n2)nc1C,-13,99,12,95,96,95,97,18,2,18,94
O=C(CN1CCCN(Cc2ccc(F)cc2Cl)C1=O)NC1CCCC1,-3,102,2,104,106,100,99,11,-4,18,103
COCCn1c(SCC(=O)Nc2ccccc2C)nc2c(oc3ccccc32)c1=O,54*,104,5,103,108,102,99,17,6,11,101
CCOCCn1c(CC)nc2ccccc21,-22,99,-26,104,103,99,98,10,15,15,100
CCn1ncc(/C=N/O)c1C,-3,104,-1,101,108,102,100,14,15,7,103
CC(Sc1nnc(-c2ccc(O)cc2)o1)C(=O)Nc1cccc2ccccc12 (stereo not given),-7,98,19,94,96,97,96,5,3,8,96
O=C(Cc1cccc2ccccc12)NCCOc1ccccc1F,-44,94,-13,100,99,97,95,10,9,10,97
Cc1cccc2cc(C#N)c(SCC(=O)NNC(=O)Cc3ccccc3)nc12,5,103,-12,98,102,103,101,12,12,34,101
CC(C)CC(=O)CN1C(=O)C2(OCCO2)c2ccccc21,-7,100,13,100,100,101,100,33,3,6,101
CNC(=O)c1[nH]cnc1C(=O)N[C@@H](Cc1ccccc1)C(=O)OC(C)(C)C,0,98,-8,95,101,97,97,17,-11,6,95
CC1=C(n2nnc3ccccc32)C(c2ccccc2)C(C#N)=C(N)O1 (stereo not given),-6,99,30,99,96,97,93,32,.,9,98
C/C(NC1CCCC1)=C(/C#N)C(N)=O,-28,101,11,103,103,102,98,16,-1,7,101
CCn1c2ccccc2c2cc(/C=N/NC(=O)c3ccncc3)ccc21,-14,98,31,96,96,95,98,16,-22,13,95
OCCCN1CCN(CCOc2ccccc2-c2ccccc2)CC1,-18,101,30,102,107,102,98,9,25,4,99
Cn1c(-c2ccccc2)cnc1N,-73,?,-41,?,?,?,?,12,.,9,?
